PERK inhibitor – inhibitors of human PERK kinase; inhibition, % at 5.6 µM; AID 1416; 220,000 compounds, 0.17% hits; CHO PERK-DD fusion, SEAP luminescence translation reporter; Q9NZJ5;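 active = inhibition above the mean inhibition of all tested compounds plus 3 SD, set separately per screening campaign, cut at about 2.9% in these data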;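 also: PERK kinase domain activated by AP20187 dimerizer at 100 nM; 0% = DMSO with dimerizer and 100% = rapamycin at 8.4 µM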
Target sequence (Q9NZJ5 whole entry, looked up, the tested form may be a part): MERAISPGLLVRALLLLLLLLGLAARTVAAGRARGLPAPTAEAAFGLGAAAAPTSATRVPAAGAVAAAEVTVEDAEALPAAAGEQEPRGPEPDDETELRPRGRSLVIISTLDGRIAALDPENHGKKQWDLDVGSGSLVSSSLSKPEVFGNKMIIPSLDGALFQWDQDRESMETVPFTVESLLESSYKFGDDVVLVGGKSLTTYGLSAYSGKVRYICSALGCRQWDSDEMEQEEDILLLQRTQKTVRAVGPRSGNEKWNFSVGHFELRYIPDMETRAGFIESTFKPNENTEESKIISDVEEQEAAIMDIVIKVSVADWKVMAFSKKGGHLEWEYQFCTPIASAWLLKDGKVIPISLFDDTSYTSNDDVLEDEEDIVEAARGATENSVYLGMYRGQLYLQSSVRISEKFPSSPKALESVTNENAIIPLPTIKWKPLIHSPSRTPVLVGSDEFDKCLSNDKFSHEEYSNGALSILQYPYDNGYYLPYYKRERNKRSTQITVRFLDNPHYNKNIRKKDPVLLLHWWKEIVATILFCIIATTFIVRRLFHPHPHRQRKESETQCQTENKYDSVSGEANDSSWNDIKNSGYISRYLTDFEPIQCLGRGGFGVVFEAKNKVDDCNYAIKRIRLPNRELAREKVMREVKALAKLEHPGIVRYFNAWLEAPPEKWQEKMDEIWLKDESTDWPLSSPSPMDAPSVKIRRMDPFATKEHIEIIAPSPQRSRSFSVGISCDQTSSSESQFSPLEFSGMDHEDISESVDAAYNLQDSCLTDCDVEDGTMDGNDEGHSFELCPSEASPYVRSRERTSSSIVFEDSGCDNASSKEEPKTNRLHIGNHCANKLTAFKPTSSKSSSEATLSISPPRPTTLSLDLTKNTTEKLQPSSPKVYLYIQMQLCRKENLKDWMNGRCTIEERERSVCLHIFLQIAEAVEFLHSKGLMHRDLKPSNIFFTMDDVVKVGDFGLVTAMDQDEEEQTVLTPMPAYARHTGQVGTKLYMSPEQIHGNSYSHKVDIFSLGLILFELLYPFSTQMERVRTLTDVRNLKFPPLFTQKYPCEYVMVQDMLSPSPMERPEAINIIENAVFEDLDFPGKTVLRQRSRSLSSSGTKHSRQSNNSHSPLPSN
Ba/F3 V617F tox – lowers viability of Ba/F3 cells expressing EpoR and JAK2V617F | 220,000 compounds, 1.1% hits | inhibition, % at 5.6 µM | ATP luminescence;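 active = inhibition above the campaign mean plus 3 SD over all tested compounds, cut at about 24% in these data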;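 also: cytokine-independent growth of Ba/F3 cells driven by EpoR plus mutant JAK2; 0% = DMSO-treated cells and 100% = JAK inhibitor I control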
EP2 mod – EP2 receptor (human) modulation. P43116. EP2-expressing cells, cAMP HTRF FRET, PGE2 co-stimulation. induction, % at 25 µM. 260,000 compounds, 0.83% hits. AID 940;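 active = compounds whose cAMP rise, as percent of the full-agonist control response, exceeds 60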;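 also: rat C6 glioma line stably carrying human EP2 under a CMV promoter; the protocol text gives 20 µM as final concentration; 100% = response of wells given 1 µM PGE2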
TRPML3 agonist – agonists of human TRPML3 channel; Q8TDD5; HEK293 TRPML3-YFP, Fluo-8 calcium fluorescence; 100% = the carbachol control signal; activation, % at 3 µM; 220,000 compounds, 0.29% hits;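 active = activation above its plate's cutoff, the mean activation of the plate's test wells plus 3 SD, cut at about 12% in these data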;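 also: 0% = DMSO only wells and 100% = carbachol wells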
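Material: HEK293 cells stably carrying human TRPML3-YFP; compound dosing: single dose, 3 µM final nominal compound, 0.3% DMSO final; incubation: 1-h 37 °C dye load, 5-s basal, 120-s post-compound reads; technique: Fluo-8 intracellular calcium fluorescence, excitation 470-495 nm, emission 515-575 nm; read-out basis: percent activation from peak-to-basal fluorescence ratio, scaled between DMSO and carbachol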
S1P4 antag – human S1P4 receptor antagonism. O95977. S1P4-expressing cells, antagonist mode, reporter read-out. inhibition, % at 4.98 µM. 220,000 compounds, 0.26% hits. AID 1510; in the data active = inhibition above about 29%;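 also: 0% = wells stimulated with agonist and 100% = vehicle wells without agonist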
TRPN1 ag – zebrafish TRPN1 (NompC) channel agonism. HEK293 zebrafish TRPN1-YFP, Fluo-8 calcium fluorescence; 100% = response to 87 µM carbachol. activation, % at 3 µM. 220,000 compounds, 0.18% hits;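 active = activation above its plate's cutoff, the mean activation of test wells on that plate plus 3 SD, cut at about 19% in these data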;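 also: 0% = DMSO alone and 100% = 87 µM carbachol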
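Material: zebrafish TRPN1-YFP in HEK293 cells; Doses: single test compound dose, 3 µM nominal, 0.3% DMSO; Timing: dye loading 1 h at 37 °C, then 30 min room temperature; Technique: intracellular calcium fluorescence with Fluo-8; Benchmarks: high carbachol 87 µM, low DMSO alone.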
S1P4 ag – activates the human S1P4 receptor; S1P4-expressing cell line, agonist reporter assay; activation, % at 4.98 µM; 220,000 compounds, 0.35% hits; AID 1509; in the data active = activation above about 11%;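 also: 0% = DMSO vehicle and 100% = reference agonist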
BaF3 parental – parental Ba/F3 viability inhibition as JAK2V617F counter-screen; CellTiter-Glo ATP luminescence; AID 1486; 220,000 compounds, 1.1% hits; inhibition, % at 5.6 µM;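 active = inhibition above a per-campaign cutoff, the mean inhibition of all tested compounds plus 3 SD, cut at about 27% in these data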;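 also: 0% = DMSO wells and 100% = JAK Inhibitor I control wells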
m-calpain inh – calpain II (pig) inhibition; purified calpain II, fluorogenic peptide substrate, 30 min; inhibition, % at 16 µM; 220,000 compounds, 0.37% hits; AID 1236;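 active = inhibition above about 50%, limit read from the data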
Starred values were filed as active, the others as inactive; & = joins results of further samples.

SMILES | PERK inhibitor | Ba/F3 V617F tox | EP2 mod | TRPML3 agonist | S1P4 antag | TRPN1 ag | S1P4 ag | BaF3 parental | m-calpain inh
COc1ccc(NC(=O)CNCCC2=CCCCC2)cc1 | 0.5 | 3.6 | -5.2 | 0.1 | 9.2 | 0.0 | -0.6 | 4.9 | -6.3
C=CCC(CC=C)(NC(=O)c1ccccc1C(=O)O)c1ccccc1 | 2.0 | -0.5 | 21.9 | 0.5 | -5.1 | 1.4 | -0.1 | 2.2 | -7.5
CCCc1c(C)nn(-c2ncccc2[N+](=O)[O-])c1C | 0.3 | 0.8 | -8.2 | 0.4 | 7.7 | -0.6 | 1.2 | 5.7 | -9.2
Cc1nc(S/C(=C/c2ccc(OCc3ccc(C(=O)O)cc3)cc2)C(=O)O)n[nH]1 | 1.0 | -3.8 | 22.2 | -0.9 | -17.1 | -1.1 | -3.0 | 3.9 | 21.5
COC(=O)[C@H]1C[C@@H]1[C@H](NC(=O)[C@H]1C[C@@H]1[C@H](NC(=O)OCc1ccccc1)c1ccccc1)c1ccccc1 | -0.9 | 0.6 | 44.9 | -0.5 | 15.4 | -1.2 | 0.1 | 5.8 | -3.6
Cc1csc2cc(-c3cccc([N+](=O)[O-])c3)c(-c3cccc([N+](=O)[O-])c3)c[n+]12 | 0.8 | -0.5 | 18.5 | 0.7 | -12.8 | -0.6 | 0.3 | 0.5 | 8.9
Cc1cc(C)nc(SCC(=O)n2c3c(c4ccccc42)CCCC3)n1 | 0.8 | -1.8 | 18.7 | 0.9 | -11.4 | -0.7 | 0.2 | 3.2 | 5.9
CCN1CCN(c2cc(C)c3cc(NC(=S)N4CCCCC4)ccc3n2)CC1 | 1.0 | -1.7 | -14.9 | 0.2 | -22.4 | 0.7 | 1.1 | 2.6 | -53.4
Fc1cc(Br)ccc1NC(=S)NCCc1ccccc1 | 1.7 | -5.4 | -24.2 | 1.9 | -13.7 | 9.1 | -0.7 | 1.8 | 24.5
O=C1CCCN1c1ccc(CNS(=O)(=O)c2ccc(F)cc2)cc1 | 0.3 | -2.7 | -2.8 | 0.7 | -13.0 | -0.5 | 0.6 | -2.1 | 0.6
COC(=O)c1[nH]c2ccc(Br)cc2c1NC(=O)CN1CCCCC1CCO (centres undefined) | -0.3 | 1.3 | -5.5 | 0.1 | 6.1 | 0.7 | 0.6 | 6.9 | -14.8
COc1nc(OCCNS(=O)(=O)c2ccc(C)cc2)nc(N(C)C)n1 | 0.8 | -0.1 | -2.5 | 0.6 | -8.0 | 1.0 | 2.1 | -2.5 | 2.3
COc1ccccc1N1CCN(C(=S)Nc2ccc(S(=O)(=O)N3CCOCC3)cc2)CC1 | 0.4 | -1.6 | -43.4 | 2.7 | -22.1 | 1.8 | -3.9 | 1.6 | -16.2
Cc1ccc(C(=O)N2CCN(C(=O)c3ccccc3)C2c2ccc(N(C)C)cc2)cc1 (centres undefined) | -0.5 | -1.2 | -0.5 | -0.5 | -6.1 | -1.6 | -1.2 | 0.3 | 12.3
Cc1ccn2c(C(=O)NN=C3CCCCCCC3)c(C)nc2c1 | 0.1 | -1.6 | -21.9 | -0.5 | -4.8 | -1.3 | -0.7 | -1.1 | 16.8
COc1ccc(S(=O)(=O)N2CCOCC2)cc1C(C)C | 0.3 | -4.2 | 35.3 | 0.5 | -22.1 | -0.4 | 1.3 | 2.3 | -17.1
COC(=O)C1C2CCC(C2)C1C(=O)OCC(=O)c1ccccc1 (centres undefined) | 0.4 | 0.5 | -5.1 | 0.1 | -10.4 | 2.6 | 0.2 | 9.5 | -5.0
CCCC1CC(C#N)N(N(C)C)C1=C(C#N)C#N (centres undefined) | -1.2 | 2.9 | -11.4 | 1.1 | 1.8 | 3.8 | 1.9 | 2.3 | 6.2
CCC(CC)C(=O)Nc1cccc(C(=O)Nc2nnc(C)s2)c1 | 0.6 | -0.2 | -10.0 | 0.3 | -18.0 | 1.0 | 0.6 | -0.6 | -8.5
Cc1ccc(-c2noc(CCCN3C(=O)c4ccccc4C3=O)n2)cc1 | 0.1 | -1.0 | 14.9 | 0.6 | 4.9 | 0.9 | 0.8 | -0.1 | 16.3
COc1ccc(NC(=S)NNC(=S)Nc2cccc(C(F)(F)F)c2)cc1 | -0.5 | 3.4 | -42.0 | 0.7 | -6.1 | -0.7 | 2.1 | 3.8 | 6.7
O=S(=O)(/C(=C/c1ccc(C(F)(F)F)cc1)c1nc2ccccc2[nH]1)c1ccccc1 | -0.7 | 42.2* | -53.8 | 2.1 | 92.2* | 0.2 | -1.3 | 11.3 | -20.2
CC1CN(C2=N/C(=C/c3ccc4c(c3)OCO4)C(=O)N2)CC(C)O1 (centres undefined) | 2.0 | -3.0 | 0.8 | 0.1 | 3.5 | 0.5 | 0.5 | 3.2 | -16.9
O=C1Nc2ccccc2C(O)(C(=O)NCc2ccc3c(c2)OCO3)N1c1ccc(Cl)c(Cl)c1 (centres undefined) | 0.3 | -3.6 | 28.4 | -0.4 | -3.8 | -1.4 | 0.5 | -1.5 | -24.2
Cc1ccc(C)c(S(=O)(=O)N2CCN(CC(=O)N3CCc4ccccc4C3)CC2)c1 | -1.0 | 1.9 | -10.1 | 0.4 | -11.7 | 0.0 | 0.7 | 6.7 | 4.1

A draw from above in order of molecular weight, largest number first.
SMILES | PERK inhibitor | Ba/F3 V617F tox | EP2 mod | TRPML3 agonist | S1P4 antag | TRPN1 ag | S1P4 ag | BaF3 parental | m-calpain inh
Cc1ccc(C)c(S(=O)(=O)N2CCN(CC(=O)N3CCc4ccccc4C3)CC2)c1 | -1.0 | 1.9 | -10.1 | 0.4 | -11.7 | 0.0 | 0.7 | 6.7 | 4.1
COc1ccc(NC(=S)NNC(=S)Nc2cccc(C(F)(F)F)c2)cc1 | -0.5 | 3.4 | -42.0 | 0.7 | -6.1 | -0.7 | 2.1 | 3.8 | 6.7
CCN1CCN(c2cc(C)c3cc(NC(=S)N4CCCCC4)ccc3n2)CC1 | 1.0 | -1.7 | -14.9 | 0.2 | -22.4 | 0.7 | 1.1 | 2.6 | -53.4
Cc1cc(C)nc(SCC(=O)n2c3c(c4ccccc42)CCCC3)n1 | 0.8 | -1.8 | 18.7 | 0.9 | -11.4 | -0.7 | 0.2 | 3.2 | 5.9
CCCC1CC(C#N)N(N(C)C)C1=C(C#N)C#N (centres undefined) | -1.2 | 2.9 | -11.4 | 1.1 | 1.8 | 3.8 | 1.9 | 2.3 | 6.2

(listing goes on)
SMILES | PERK inhibitor | Ba/F3 V617F tox | EP2 mod | TRPML3 agonist | S1P4 antag | TRPN1 ag | S1P4 ag | BaF3 parental | m-calpain inh
CN1C(=O)CC(P(=O)(c2ccccc2)c2ccccc2)N(C)C1=O (centres undefined) | -0.2 | 2.8 | -33.9 | 0.2 | -13.5 | 0.4 | 0.5 | 9.9 | 14.6
O=C1C(=O)N(CC2CCCO2)C(c2ccccc2[N+](=O)[O-])/C1=C(/O)c1ccccc1 (centres undefined) | 0.7 | 0.0 | -0.2 | 1.0 | 1.0 | 0.5 | 1.3 | 11.8 | 3.3
Cc1nn(Cc2ccc(F)cc2)c2sc(C(=O)Nc3nccs3)cc12 | -0.9 | 2.1 | -52.2 | 0.0 | -19.9 | -0.9 | 0.6 | 7.6 | -4.7
CSc1nsc(SC)c1C(=O)N1CCN(S(=O)(=O)c2ccc(C)cc2)C1C (centres undefined) | -0.6 | 0.2 | -2.8 | 0.4 | 4.7 | -1.9 | 1.3 | 6.0 | -7.0
O=C(O)CC1(CC(=O)NCc2ccc(-c3cccs3)cc2)CCCCC1 | 0.0 | 7.4 | 6.0 | 0.2 | -4.4 | -0.9 | 6.7 | 1.3 | 23.1
O=C(NC(NC(=S)Nc1ccccc1C(=O)O)C(Cl)(Cl)Cl)c1ccccc1 (centres undefined) | 0.7 | -1.6 | -20.6 | 0.4 | -12.8 | -0.4 | -1.1 | 1.9 | -341.0
Oc1ccc(C[C@H]2CNC(=S)N2CCc2cc(C(F)(F)F)cc(C(F)(F)F)c2)cc1 | 1.1 | 2.6 | -6.8 | -0.4 | -6.1 | -0.9 | 0.5 | -7.0 | 1.9
Cc1ccc(NC(=O)C(=O)NNC(=O)c2cccs2)cc1 | 0.6 | -3.3 | 1.6&-2.3 | 0.5 | -16.1 | -1.2 | 2.6 | 3.7 | -22.5
COc1ccc(C2CC(=O)c3c(C)nc(N4CCN(Cc5ccccc5)CC4)nc3C2)cc1OC (centres undefined) | -1.6 | -1.5 | 28.8 | -0.6 | -9.9 | -1.6 | -0.6 | 7.0 | -19.5
COc1ccc(NC(=O)C(NC(=O)c2ccc(=O)[nH]c2)c2ccc(C)cc2)cc1 (centres undefined) | 0.4 | -2.0 | 10.8 | 0.6 | -13.6 | -1.0 | 2.7 | 3.4 | -7.7
Cc1cc(C)c(C(=O)O)c(CC(C)(C)C(=O)O)c1 | 1.3 | -7.2 | 15.7 | -0.3 | -11.0 | -0.7 | 0.8 | 6.2 | 8.7
CCOc1ccc(CN2C(=O)c3ccccc3C2C(=O)NCc2cccnc2)cc1 (centres undefined) | -0.2 | -3.2 | 6.8 | -0.3 | 13.7 | 0.3 | -0.6 | 5.2 | 17.2
Cc1ccc(Nc2nc(N/N=C\c3ccc4c(c3)OCO4)nc(N3CCOCC3)n2)cc1 | 0.0 | 2.5 | -16.0 | -1.8 | 1.1 | -2.6 | 1.3 | 15.2 | -74.8
O=S(=O)(N/N=C/c1ccccc1F)c1ccccc1 | 1.1 | -2.1 | 27.2 | 0.2 | -23.8 | -0.4 | 0.0 | -2.6 | 14.1
CCS(=O)(=O)n1nc(C(=O)N2CCOCC2)nc1N | -0.4 | 0.1 | 12.2&-8.6 | 1.1 | -5.4 | 0.8 | -0.1 | 2.1 | -42.6
CC1(C)CC(=O)C2=C(C1)OC(N)=C([N+](=O)[O-])C2c1cccs1 (centres undefined) | 1.3 | -3.0 | 36.0 | 0.6 | -1.9 | -0.1 | 0.8 | -0.5 | 4.1
Cc1sc(NC(=O)/C=C/c2ccco2)c(C(=O)OC(C)C)c1C | 1.1 | -2.7 | 31.7 | 1.3 | 0.8 | 2.0 | 3.2 | 2.8 | -20.1
COc1ccc2c(CC(=O)N3CCN(S(=O)(=O)c4cccs4)CC3)coc2c1 | -1.2 | 2.7 | -48.6 | 0.6 | 9.4 | 0.8 | 0.0 | 8.2 | 5.1
C/C(=N\OC(=O)C1CC1)C1CC1c1ccc(F)cc1 (centres undefined) | 0.5 | 3.9 | 9.4 | -0.2 | -32.2 | -1.1 | -0.9 | 6.4 | 19.0
CC(C)c1ccc(Nc2ncccc2C#N)cc1 | 0.3 | 2.6 | 7.7 | -0.1 | -16.8 | -1.6 | 0.9 | 2.3 | -1.9
COc1ccc(-c2c(C#N)c(N)nc3c2CCC3)cc1 | 0.4 | 0.8 | 16.9 | 0.2 | -19.3 | -1.7 | 1.0 | 5.7 | -115.0
Cc1ccc(Cl)cc1N(Cc1ccc(C(=O)NCc2cccnc2)cc1)S(=O)(=O)c1ccccc1 | 0.1 | -2.0 | -9.0 | 1.6 | 7.1 | 0.5 | 0.7 | 4.2 | 52.4*
O=C(N/N=C/c1cccs1)c1cccc(NC(=O)c2ccccc2Cl)c1 | -0.5 | -2.8 | -57.8 | 0.3 | -19.7 | 0.7 | 0.9 | 3.7 | 1.9
Cc1ccc(-c2csc(C(C#N)=C3CCCC3)n2)cc1 | 0.7 | -6.3 | 30.5 | 0.5 | -15.8 | 0.8 | 0.7 | -1.1 | -7.0

Source: PubChem BioAssay (several laboratories)
